Compound activity (PubChem)
NPYLR7 ag = activates Aedes aegypti NPYLR7 receptor; 0.15% of 270,000 active; HEK293T NPYLR7/Galpha15, GCaMP6s calcium fluorescence; activation, % at 10 µM; in the data active = activation above about 40%;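 also: 0% = vehicle and 100% = reference agonist at the receptor; some compounds past the cut are filed as inactive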
hcGAS lum = blocks human cGAS activity | inhibition, % at 12.5 µM | 0.081% of 290,000 active | Q8N884 | recombinant h-cGAS, ATP depletion, Kinase-Glo luminescence;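 also: 0% = vehicle reaction and 100% = reaction without DNA for no activity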
Target sequence (Q8N884 whole entry, looked up): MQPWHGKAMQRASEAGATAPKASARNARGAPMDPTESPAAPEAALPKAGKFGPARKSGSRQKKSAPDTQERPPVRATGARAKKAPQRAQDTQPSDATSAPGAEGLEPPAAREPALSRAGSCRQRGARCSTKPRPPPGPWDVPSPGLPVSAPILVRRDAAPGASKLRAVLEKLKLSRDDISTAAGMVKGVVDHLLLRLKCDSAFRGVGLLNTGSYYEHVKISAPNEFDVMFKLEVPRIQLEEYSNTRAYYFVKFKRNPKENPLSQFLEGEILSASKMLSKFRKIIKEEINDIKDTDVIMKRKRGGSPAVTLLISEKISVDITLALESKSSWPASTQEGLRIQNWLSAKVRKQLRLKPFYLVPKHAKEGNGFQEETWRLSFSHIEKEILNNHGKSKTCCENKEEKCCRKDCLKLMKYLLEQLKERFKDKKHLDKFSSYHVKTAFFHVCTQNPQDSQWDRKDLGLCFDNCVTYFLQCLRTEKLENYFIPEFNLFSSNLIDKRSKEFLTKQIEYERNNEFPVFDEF
mcGAS inh = inhibitors of mouse cGAS; Q8C6L5; recombinant cGAS, Kinase-Glo ATP depletion luminescence; inhibition, % at 12.5 µM; 0.15% of 160,000 active; AID 1259399;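 also: 0% = negative control wells and 100% = reference inhibitor with no enzyme activity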
* = called active by the depositor; . = not tested or not shown; & = joins results of further samples. Rule as the data show it, unless noted: active = inhibition above about 40%; inactive = the rest.

SMILES | NPYLR7 ag | hcGAS lum | mcGAS inh
C=CCn1c(=O)c2c(nc3n(CC(=O)OCC)c(C)c(C)n23)n(C)c1=O | 2.5 | 4.0 | -2.2
CN(CC(N)=O)Cc1nc2ccccc2c(=O)[nH]1 | 3.7 | -6.3 | .
CC(C)CCOCCNC(=O)CN(C)C1CCCN(c2ccccc2)C1 (configuration not stated) | -4.5 | -0.9 | .
CCC(Nc1nc(C)nc2c1cnn2C)c1nc2ccccc2[nH]1 (configuration not stated) | 5.1 | -14.6 | .
N#Cc1ccc(-c2csc(N)n2)cc1 | 2.9 | -0.7 | .
c1ccc(-n2nnnc2NC2CCCCCC2)cc1 | 2.6 | -6.4 | -7.6
CC(C)N(C(=O)CN1CCC1c1ccc(Cl)cc1)C(C)C (configuration not stated) | 0.6 | -1.7 | .
COc1ccc(-n2c(SCC(N)=O)nc3sc4c(c3c2=O)CCC(C)C4)cc1 (configuration not stated) | -3.3 | -2.6 | -2.7
O=C(Nc1nc(-c2ccc(Cl)s2)cs1)C1CCC(C(F)(F)F)NC1=O (configuration not stated) | 1.4 | -8.2 | -16.0
O=c1ccc(-c2ccc(Cl)cc2)nn1CCNS(=O)(=O)c1ccc(F)cc1F | 0.8 | -6.1 | -9.1
CCc1cn[nH]c1C1CCN(C(=O)c2cnn3cc(CCO)cnc23)CC1 | 4.6 | -2.3 | .
CC(=O)Nc1ccc(-c2nc3cc(C)ccc3o2)c(Cl)c1 | 0.6 | -5.6 | -4.5
CCOC(=O)c1cnc(-c2cccc(C(F)(F)F)c2)nc1NCCCN1CCOCC1 | 4.7 | 1.0 | -3.3
c1ccc(CN2CCC(NCc3ccc4nonc4c3)CC2)nc1 | 21.2 | -6.4 | .
CCCc1c(C)nn(-c2ccc(C(=O)N[C@@H]3C[C@@H]4C[C@H]([C@H]3C)C4(C)C)cc2)c1C | -16.4 | -3.4 | -2.4
COC(=O)c1cc2n(n1)CCN(S(=O)(=O)c1c(C)nn(C)c1Cl)C2 | 8.7 | -3.6 | -16.9
CN(Cc1ccccc1)c1cc(C(C)(C)C)nc(SCc2cccc(C(=O)NCc3ccco3)c2)n1 | 10.0 | -2.8 | -5.2
CCOC(=O)c1c(NC(=O)CCSC)sc2c1CCC2 | 5.3 | -3.3 | -5.1
CCCN1CCN(c2nc3c(c(=O)n(C)c(=O)n3C)n2CCCc2ccccc2)CC1 | 0.4 | 1.3 | -5.2
CC(C)n1nnc2cc(C(=O)O)ccc21 | 4.3 | -5.2 | .
O=c1[nH]cc(S(=O)(=O)N2CCN(c3nc4ccccc4[nH]3)CC2)c(=O)[nH]1 | -3.7 | -7.2 | .
O=C(NC1CCN(Cn2nccc2-c2cccnc2)CC1)c1ccc(F)cc1 | -2.7 | -6.1 | .
CCS(=O)(=O)NC1CCN(C(=O)c2ccc(C(C)=O)s2)CC1 | 4.2 | -8.1 | .
Oc1ccc(N=Nc2ccc3ccccc3c2)c2cccnc12 | 0.2 | -2.4 | -12.1
O=C(N/N=C/c1ccc(COc2ccccc2Cl)o1)C12CC3CC(C1)CC(n1ncnn1)(C3)C2 | -4.6 | -1.5 | .
(further entries)
SMILES | NPYLR7 ag | hcGAS lum | mcGAS inh
COc1ccc(Cn2c(Cc3nc(C)cs3)n[nH]c2=O)cc1 | 10.0 | -3.9 | -13.6
CC(C)(C)OC(=O)NC(CN)c1ccc(F)cc1F (configuration not stated) | 3.5 | 3.5 | .
C/C=C(\C)C(=O)N1CCC(c2nc(-c3ccc(Cl)cc3)no2)CC1 | . | -7.4 | -5.4
Cc1cc(C=C2SC(=O)NC2=O)c(C)n1-c1sc2c(c1C#N)CCCC2 | -1.3 | 2.1 | .
O=c1n(CC2CCCO2)nc(C2CCNCC2)n1Cc1ccccc1 (configuration not stated) | 12.3 | 0.6 | -13.9
CC(C)NC(=O)CN(C)C(C(=O)N1CCCCC1)c1ccccc1 (configuration not stated) | 7.9 | 0.3 | .
O=C1Nc2ccccc2SC1SCCNS(=O)(=O)c1ccc2c(c1)CN(C(=O)C(F)(F)F)CC2 (configuration not stated) | -3.1 | -4.8 | .
CC(C)(C)n1cc(-c2cnn(C(C)(C)C)c2)cn1 | 4.3 | -5.4 | -6.6
O=C(N/N=C\C=C\c1ccccc1)Nc1cccc2nsnc12 | -15.3 | 6.1 | .
CN1CCC(C)(CN(C)Cc2ccc(-n3ccnc3)cc2)C1 (configuration not stated) | 1.8 | -6.0 | .
CCc1nc2n(n1)C(=O)C(C(c1ccc(C(F)(F)F)cc1)N1CCN(CC)CC1)S2 (configuration not stated) | -1.9 | 0.3 | -2.8
O=C(NC1CCCC1)N1CCc2nnc(C3CC3)n2CC1 | . | -8.5 | -5.5
CC(NCCOc1ccccc1)C(=O)NC1CCCC1 (configuration not stated) | -1.7 | -3.1 | .
Cc1nnnn1CCC(=O)N(CC#Cc1ccccc1)C1CCCC1 | 9.2 | -3.6 | -18.2
OCc1ccc(CNCc2cccnc2N2CCN(c3ccccn3)CC2)o1 | 2.6 | -5.5 | .
CC(C)c1csc(CN2CCC(N3CCC(C(=O)NCC4CCCO4)CC3)CC2)n1 (configuration not stated) | 11.2 | -4.5 | .
O=C(NCCc1ccn(-c2ccccc2)n1)N1CCSCC1 | 6.9 | -12.1 | .
CCOC(=O)C1=C(C)N(CC)C(=S)NC1c1cccc(NC(=O)Nc2ccc(F)cc2F)c1 (configuration not stated) | -4.8 | 3.1 | 1.6
COc1cccc(OCc2ccccc2)c1C(=O)N[C@@H]1C[C@H]2CC[C@@H]1C2 | -2.8 | -9.9 | -4.4
S=c1[nH]nc(NCCCN2CCOCC2)s1 | -2.1 | 3.2 | -2.6
O=C(Nn1cnc2c(cnn2-c2ccccc2)c1=O)c1cc2ccccc2o1 | 11.2 | -2.6 | .
C=CCN(C(=O)c1cccc(C#CC(C)(C)O)c1)C1CCS(=O)(=O)C1 (configuration not stated) | -2.3 | 0.7 | .
Cc1nc(C)c(-c2ccc(SCC(=O)NCc3ccccc3Cl)nn2)s1 | -13.9 | 0.4 | -1.8
Cc1nc2c(c(=O)n1C)CN(S(=O)(=O)NCc1ccccc1)C2 | -3.4 | 1.9 | .
O=C(NCc1cccnc1N1CCOCC1)C1Cc2ccccc2O1 (configuration not stated) | 23.4 | -11.3 | .

Some of the entries so far, as tab-separated lines:
Compound	NPYLR7 ag	hcGAS lum	mcGAS inh
O=c1n(CC2CCCO2)nc(C2CCNCC2)n1Cc1ccccc1 (configuration not stated)	12.3	0.6	-13.9
CC(C)NC(=O)CN(C)C(C(=O)N1CCCCC1)c1ccccc1 (configuration not stated)	7.9	0.3	.
O=C1Nc2ccccc2SC1SCCNS(=O)(=O)c1ccc2c(c1)CN(C(=O)C(F)(F)F)CC2 (configuration not stated)	-3.1	-4.8	.
CC(C)(C)n1cc(-c2cnn(C(C)(C)C)c2)cn1	4.3	-5.4	-6.6
O=C(N/N=C\C=C\c1ccccc1)Nc1cccc2nsnc12	-15.3	6.1	.
CN1CCC(C)(CN(C)Cc2ccc(-n3ccnc3)cc2)C1 (configuration not stated)	1.8	-6.0	.
CCc1nc2n(n1)C(=O)C(C(c1ccc(C(F)(F)F)cc1)N1CCN(CC)CC1)S2 (configuration not stated)	-1.9	0.3	-2.8
O=C(NC1CCCC1)N1CCc2nnc(C3CC3)n2CC1	.	-8.5	-5.5
CC(NCCOc1ccccc1)C(=O)NC1CCCC1 (configuration not stated)	-1.7	-3.1	.
Cc1nnnn1CCC(=O)N(CC#Cc1ccccc1)C1CCCC1	9.2	-3.6	-18.2
OCc1ccc(CNCc2cccnc2N2CCN(c3ccccn3)CC2)o1	2.6	-5.5	.
CC(C)c1csc(CN2CCC(N3CCC(C(=O)NCC4CCCO4)CC3)CC2)n1 (configuration not stated)	11.2	-4.5	.
O=C(NCCc1ccn(-c2ccccc2)n1)N1CCSCC1	6.9	-12.1	.
CCOC(=O)C1=C(C)N(CC)C(=S)NC1c1cccc(NC(=O)Nc2ccc(F)cc2F)c1 (configuration not stated)	-4.8	3.1	1.6
COc1cccc(OCc2ccccc2)c1C(=O)N[C@@H]1C[C@H]2CC[C@@H]1C2	-2.8	-9.9	-4.4
S=c1[nH]nc(NCCCN2CCOCC2)s1	-2.1	3.2	-2.6
O=C(Nn1cnc2c(cnn2-c2ccccc2)c1=O)c1cc2ccccc2o1	11.2	-2.6	.
C=CCN(C(=O)c1cccc(C#CC(C)(C)O)c1)C1CCS(=O)(=O)C1 (configuration not stated)	-2.3	0.7	.
Cc1nc(C)c(-c2ccc(SCC(=O)NCc3ccccc3Cl)nn2)s1	-13.9	0.4	-1.8
Cc1nc2c(c(=O)n1C)CN(S(=O)(=O)NCc1ccccc1)C2	-3.4	1.9	.
O=C(NCc1cccnc1N1CCOCC1)C1Cc2ccccc2O1 (configuration not stated)	23.4	-11.3	.

(listing goes on)
SMILES | NPYLR7 ag | hcGAS lum | mcGAS inh
Cc1nn(CC(=O)c2ccc[nH]2)c(=O)c(C#N)c1C | 3.0 | -5.3 | .
COc1ccccc1SCC(C)CNC(=O)N1CCOC(C)C1 (configuration not stated) | -7.2 | -9.4 | -16.5
O=C(Cn1c(CO)cnc1SCc1ccccc1Cl)NC1CC1 | 7.2 | -1.2 | .
Cn1cc(CNC(=O)C2CCCN(c3nc(-c4ccccc4)nc4c3CCC4)C2)cn1 (configuration not stated) | -5.0 | -5.1 | -3.0
CC1(C)Oc2ccc3ccc(=O)oc3c2CC1=O | 3.6&-1.1 | -0.4&-7.1 | -5.4&-4.6
CCN1CCN(C(=O)c2ccc3oc(-c4cccc(F)c4)nc3c2)CC1 | 2.4 | -4.2 | .
OC[C@H]1CCN(c2ccc3cccc(Cl)c3n2)C[C@H]1O | 23.8 | -1.8 | .
COCCN(Cc1ccc(OC)cc1)c1c(C)nc2ccc(C(=O)NC3CCN(C)CC3)cn12 | -4.4 | -9.4 | -2.8
Cc1ccc(NC(=O)CN2C(=O)c3ccccc3C2=O)cc1 | 2.9 | -6.1 | -4.6
Cc1cc2oc(=O)cc(Cn3ccnc3)c2cc1O | 4.8 | -1.3 | -4.2
COC(=O)c1cc2n(n1)CCCN(C(=O)CC1CCc3ccccc31)C2 (configuration not stated) | 7.1 | 2.6 | -11.3
Cc1ccc(CNC(=O)C2CCN(C(=O)N3C[C@H]4C[C@H](C3)[C@H]3CCCC(=O)N3C4)CC2)o1 | . | -13.9 | -6.2
Cc1cc(C)n2cc(CSc3nc4ccccc4[nH]3)nc2n1 | -5.7 | -2.3 | -4.3
O=C1[C@@H]2C[C@H](O)CCN2C(=O)CN1Cc1ccc(Cl)nc1 | 27.1 | -4.2 | .
Cc1ccc(Cl)cc1Nc1ncccc1C(=O)NC(C)CC(C)C (configuration not stated) | -16.3 | -4.9 | .
O=C(Cn1ccccc1=O)c1ccc(Cl)cc1 | -1.7 | -3.1 | -10.2
O=S1c2ccccc2N(S(=O)(=O)c2ccccc2)c2ccccc21 | -0.2 | -8.5 | .
O=C(OCC1OC2OC3(CCCCC3)OC2C2OC3(CCCCC3)OC12)c1ccccc1 (configuration not stated) | -7.8 | -5.8 | .
Cc1ccccc1C(=O)Nc1cc([N+](=O)[O-])ccc1-c1ccc([N+](=O)[O-])cc1 | 10.6 | 6.4 | .
COCCNC(=O)c1csc(N2CCN(C)C2=O)n1 | -4.3 | -6.1 | .
Cc1nonc1CN(C)C(=O)c1cn(CCc2ccccc2)nn1 | 1.6 | -3.1 | -15.5
Cc1cccc(-c2nnc(NC(=O)C(NC(=O)Nc3ccc(Cl)cc3Cl)C(C)C)s2)c1 (configuration not stated) | 0.0 | -1.8 | -1.5
CCOc1ccccc1CNC(=O)CCc1cc2c(n1CCc1cccc(F)c1)-c1ccc(OC)cc1CC2 | 24.8 | -7.4 | -7.6
COC(=O)CN1C(=O)/C(=C\c2ccc(Cl)cc2)SC1=S | -1.5 | -1.3 | .
COCCCNC(=O)CC(c1ccc(F)cc1)c1cn(Cc2ccccc2)c2ccc([N+](=O)[O-])cc12 (configuration not stated) | . | -8.4 | -7.2
The list goes on.
SMILES | NPYLR7 ag | hcGAS lum | mcGAS inh
Cc1sc2ncnc(SCC(=O)c3ccc(Cl)s3)c2c1C | 6.6 | -11.8 | .
Cc1nc2ccc(Cl)cn2c1C(=O)N1CCCC2(CCNCC2)CC1 | 8.3 | -4.1 | .
Cc1csc(N2CCN(C(=O)Nc3cnn(CC(C)C)c3)CC2)n1 | -6.5 | -3.2 | .
CCOC(=O)c1ccc2c(c1)[C@H]1C[C@@H](N2)[C@H](OC(C)=O)[C@@H](COC(C)=O)O1 | 3.4 | -3.5 | -3.1
Cc1ccc(C2(C(F)(F)F)NC(=O)N3CCN=C3S2)cc1 (configuration not stated) | -2.4 | 7.5 | .
CC(C)c1noc(CCCNS(=O)(=O)Cc2cccc(F)c2)n1 | 8.0 | -2.0 | .
CCOC(=O)c1nn(-c2ccccc2C)c(=O)cc1N1CCN(c2ccccc2)CC1 | 10.1 | 3.6 | .
O=C(c1ccc(-c2ccccc2)cc1)N1CCN(S(=O)(=O)c2ccccc2C(F)(F)F)CC1 | -8.9 | -4.5 | .
O=[N+]([O-])c1ccc(C=NNc2nncc3ccccc23)o1 | 4.9 | -6.5 | -8.4
CC1(C)Cc2c(cnn2-c2ccccc2)C(NC(=O)CN2CCOc3ccccc3C2)C1 (configuration not stated) | 1.0 | -7.7 | -9.9
CC1CCCCC1NC(=O)Nc1ccc(S(=O)(=O)C(F)F)cc1 (configuration not stated) | 10.6 | -3.7 | -10.7
COCCNC(=O)C1CCC(=O)N1C1CCCC1 (configuration not stated) | 0.7 | 15.1 | .
O=C(CSc1nnc2ccc(-c3ccc(F)cc3)nn12)NCC1CCCO1 (configuration not stated) | -14.2 | -7.3 | -8.5
CCOC(=O)c1c(NC(=S)NCC2CCCO2)sc2c1CCSC2 (configuration not stated) | 1.9 | -8.6 | -3.2
